Screening data as filed in PubChem.
CXCR6 block = CXCR6 receptor inhibitors, primary screen, cell-based, beta-arrestin, luminescence, CHO-K1 PathHunter, 1536-well | C-X-C chemokine receptor type 6 (Homo sapiens), O00574 | inhibition, % at 20 µM | hit rate 0.36% among 360,000 | AID 602244, 2012; in the data active = inhibition above about 34%, passing the limit was not always enough;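 note: antagonist mode with CXCL16 agonist at 10 nM final; 0% = 10 nM CXCL16 with DMSO and 100% = unstimulated wells without agonist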
Target sequence (O00574 whole entry, looked up): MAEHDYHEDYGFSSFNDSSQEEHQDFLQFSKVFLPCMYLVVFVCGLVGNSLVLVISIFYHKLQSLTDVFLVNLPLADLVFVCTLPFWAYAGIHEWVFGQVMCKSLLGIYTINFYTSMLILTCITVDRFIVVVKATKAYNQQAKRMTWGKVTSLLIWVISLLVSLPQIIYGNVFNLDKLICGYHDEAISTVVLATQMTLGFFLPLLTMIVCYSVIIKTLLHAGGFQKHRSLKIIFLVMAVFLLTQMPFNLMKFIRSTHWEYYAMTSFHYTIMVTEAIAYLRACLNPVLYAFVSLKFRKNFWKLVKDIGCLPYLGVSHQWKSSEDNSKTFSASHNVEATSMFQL
EBI2 block = EBI2 receptor antagonists, beta-arrestin recruitment, primary screen, cell-based, luminescence, 7a,25-OHC stimulation, uHTS | inhibition, % at 5 µM | 7a,25-OHC stimulated | G-protein coupled receptor 183 (Homo sapiens), P32249 | hit rate 0.81% among 360,000; in the data active = inhibition above about 38%;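 note: enzyme fragment complementation signal reports receptor beta-arrestin coupling in cells; 0% = agonist plus DMSO wells and 100% = wells without agonist; some results beyond the cut were filed as inactive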
CCR6 antag = CCR6 receptor antagonists, primary screen, cell-based, CHO-K1, luminescence, beta-arrestin, uHTS; C-C chemokine receptor type 6 (Homo sapiens), P51684; CHO-K1 CCR6 PathHunter beta-arrestin, CCL20-stimulated; hit rate 0.49% among 340,000; inhibition, % at 20 µM;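 active = compounds whose inhibition of the agonist-driven luminescence signal at 20 µM reaches about 50%, limit read from the data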;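 note: cells stimulated with CCL20 at 14 nM final; plate controls were DMSO with CCL20 for no effect and DMSO without agonist for full effect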
Target sequence (P51684 whole entry, looked up): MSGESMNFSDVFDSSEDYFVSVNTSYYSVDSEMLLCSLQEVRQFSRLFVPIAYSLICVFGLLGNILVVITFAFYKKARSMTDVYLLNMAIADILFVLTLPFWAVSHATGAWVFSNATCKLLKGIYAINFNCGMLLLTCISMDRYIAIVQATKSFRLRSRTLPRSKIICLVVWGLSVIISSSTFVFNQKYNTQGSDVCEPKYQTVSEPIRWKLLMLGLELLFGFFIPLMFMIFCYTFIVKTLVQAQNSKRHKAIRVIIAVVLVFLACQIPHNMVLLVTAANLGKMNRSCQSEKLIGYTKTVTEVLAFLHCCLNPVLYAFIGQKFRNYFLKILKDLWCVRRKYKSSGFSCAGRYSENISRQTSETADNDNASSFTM
APOBEC3A inh = APOBEC3A ssDNA deaminase inhibitors, primary screen, selectivity assay for APOBEC3G inhibitor project, biochemical, FAM/TAMRA oligo cleavage fluorescence. recombinant A3A, FAM/TAMRA ssDNA deamination fluorescence. hit rate 0.41% among 330,000. inhibition, % at 20 µM;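 active = at least 40% inhibition at 20 µM here, with at most 30% in a related deaminase screen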;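 note: plate controls were A3A with DMSO for no effect and wells lacking A3A enzyme for full effect; some results filed as inactive read as strong as hits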
Target sequence (P31941 whole entry, looked up): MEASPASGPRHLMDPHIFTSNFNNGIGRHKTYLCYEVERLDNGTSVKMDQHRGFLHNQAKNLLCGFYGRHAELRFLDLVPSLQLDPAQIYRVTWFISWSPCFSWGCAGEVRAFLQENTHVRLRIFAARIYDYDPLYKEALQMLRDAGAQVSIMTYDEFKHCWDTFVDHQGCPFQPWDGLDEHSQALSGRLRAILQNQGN
MPTP inh = mitochondrial permeability transition pore inhibitors, primary screen, biochemical, isolated mouse mitochondria, absorbance | Ca2+ swelling absorbance, 30 min | hit rate 1.4% among 360,000 | inhibition, % at 10 µM | AID 602449, 2012;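 active = inhibition of 50% or more, scaled per plate between neutral and stimulator controls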;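 note: 0% = DMSO wells given calcium and 100% = 1 mM EGTA wells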
Gli-Sufu block = Gli-Sufu pathway antagonists, primary screen, luciferase luminescence, Sufu-KO-LIGHT cells, uHTS; Sufu-KO-LIGHT fibroblasts, Gli luciferase reporter luminescence; hit rate 0.74% among 340,000; inhibition, % at 5 µM; AID 588413, 2011;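 active = inhibition above about 55%, limit read from the data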;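 note: 0% = DMSO-treated cells and 100% = wells with medium but no cells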
GRIN3A LBD mod = binders of NR3A ligand-binding domain, primary screen, biophysical, differential scanning fluorimetry, uHTS | Tm shift relative to glycine control, % at 25 µM | AID 1259313, 2017 | NR3A LBD differential scanning fluorimetry, Tm shift; 0% = protein alone, 100% = glycine-bound protein | hit rate 2.5% among 340,000 | Glutamate receptor ionotropic, NMDA 3A (GRIN3A) ligand-binding domain;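 active = melting temperature shift of at least 10% of the positive control shift, at one fixed dose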
APOBEC3G inh = APOBEC3G DNA deaminase inhibitors, primary screen, biochemical, fluorescence, single-stranded DNA substrate, uHTS | inhibition, % at 20 µM | DNA dC->dU-editing enzyme APOBEC-3G (Homo sapiens), Q9HC16 | AID 493012, 2011 | hit rate 0.28% among 330,000 | recombinant A3G, ssDNA deamination FAM/TAMRA fluorescence;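 active = inhibition of at least 40% at 20 µM, with no more than 30% in the related APOBEC3A deaminase screen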;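 note: plate controls were DMSO wells with A3G for no effect and wells lacking A3G enzyme for full effect; some compounds called inactive have numbers as strong as hits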
Active calls of the source: *; nt = not tested or not shown. These rows are one share of the data, so the mix of outcomes need not match the whole.

Assay codes: A = CXCR6 block; B = EBI2 block; C = CCR6 antag; D = APOBEC3A inh; E = MPTP inh; F = Gli-Sufu block; G = GRIN3A LBD mod; H = APOBEC3G inh
Cc1ccc(-c2nn(Cc3ccccc3)cc2C(=O)O)cc1
  A = -1	B = 1	C = 3	D = 1	E = 0.6	F = -12	G = 1	H = -6
Cn1cc(C(=O)OCC(=O)N2CCCCC2)c2ccccc21
  A = -9	B = -6	C = 8	D = 0	E = -2.8	F = -5	G = 3	H = -4
CN1CC(C(=O)c2ccc(Cl)cc2)C(c2ccccc2F)C1 (centres undefined)
  A = 8	B = 8	C = 13	D = -1	E = -0.3	F = 17	G = -1	H = -4
COC(=O)C1=C(c2cc3ccccc3o2)C[C@@H]2CC[C@H]1N2C(=O)NCc1ccco1
  A = 3	B = 7	C = 11	D = -1	E = 0.8	F = 1	G = -1	H = 0
CCc1nc2ccccc2c(=O)n1-c1ccccc1[N+](=O)[O-]
  A = -2	B = -6	C = -13	D = -4	E = 1.2	F = -5	G = 0	H = -8
C[N+]12CCC(CC1)C(C(O)(c1ccccc1)c1cccs1)C2 (centres undefined)
  A = 3	B = 1	C = -3	D = 69	E = 0.2	F = 1	G = 0	H = 31
CN(C)C1=C(C#N)C(c2ccccc2)=NP(N(C)C)(N(C)C)=N1
  A = 4	B = 2	C = 11	D = -1	E = 0.8	F = 5	G = -1	H = -1
C[C@]12CC[C@H](O)CC1=CC(=O)C1C2CC[C@]2(C)C(=O)[C@H](O)CC12 (some centres undefined)
  A = 1	B = 5	C = 9	D = 1	E = -0.5	F = 9	G = -10	H = 9
CCOP(=S)(OCC)N1CCOCCOCCN(P(=S)(OCC)OCC)CCOCCOCC1
  A = 6	B = 7	C = -2	D = 0	E = -2.0	F = 18	G = -1	H = -5
CN1C(=O)C(c2ccc([N+](=O)[O-])cc2[N+](=O)[O-])C(=O)N(C)C1=O
  A = 21	B = -7	C = 32	D = -1	E = 0.7	F = -5	G = 10*	H = -5
CCOC(=O)[C@]12Cc3cc(OC)ccc3[C@H]1N(Cc1ccccc1)C(=O)c1ccccc12
  A = 6	B = 11	C = 21	D = nt	E = -1.2	F = 4	G = -4	H = nt
O=[N+]([O-])[N-][n+]1cnn(Cc2ccc(Cl)cc2)c1
  A = 6	B = -6	C = -1	D = -2	E = -2.9	F = 3	G = 0	H = -3
CCCC(C)CC1(CCO)C(=O)NC(=S)NC1=O (centres undefined)
  A = -1	B = -3	C = 9	D = nt	E = 0.1	F = 8	G = -1	H = nt
CC1([N+](=O)[O-])COP(=O)(Nc2cccc(Cl)c2)OC1 (centres undefined)
  A = 5	B = -5	C = 5	D = nt	E = -0.6	F = -2	G = 0	H = nt
CN1CCN(c2ncnc3ccc(Br)cc23)CC1
  A = -5	B = -9	C = -4	D = -3	E = 1.5	F = 0	G = 2	H = -5
CP(=O)(O)CN1CCCCC1
  A = 1	B = -4	C = 6	D = -2	E = -2.4	F = -10	G = -1	H = -10
Cc1sc2c(c1C)C(c1cccs1)=NCC(=O)N2CC(=O)NCc1cccs1
  A = 1	B = 9	C = 14	D = 2	E = -1.3	F = -8	G = -3	H = 6
CCOc1cc(CNCCc2c[nH]c3ccccc23)cc(Cl)c1OCC
  A = -9	B = -10	C = 4	D = -1	E = 32	F = -7	G = -3	H = -2
O=c1ccc2cc(OC3O[C@H](CO)[C@@H](O)[C@H](O)[C@H]3O)c(O)cc2o1 (some centres undefined)
  A = -3	B = 1	C = 5	D = -4	E = -2.6	F = nt	G = 1	H = -3
COC(=O)c1c(C)[nH]c(C(=O)C(Cc2ccccc2)N(C)C)c1C (centres undefined)
  A = 2	B = -6	C = -5	D = 2	E = -1.3	F = 2	G = 0	H = 1

Structural class, the compounds so far containing a thiophene ring, fused or not.
Assay codes: A = CXCR6 block; B = EBI2 block; C = CCR6 antag; D = APOBEC3A inh; E = MPTP inh; F = Gli-Sufu block; G = GRIN3A LBD mod; H = APOBEC3G inh
C[N+]12CCC(CC1)C(C(O)(c1ccccc1)c1cccs1)C2 (centres undefined)
  A = 3	B = 1	C = -3	D = 69	E = 0.2	F = 1	G = 0	H = 31
Cc1sc2c(c1C)C(c1cccs1)=NCC(=O)N2CC(=O)NCc1cccs1
  A = 1	B = 9	C = 14	D = 2	E = -1.3	F = -8	G = -3	H = 6

Further entries
Assay codes: A = CXCR6 block; B = EBI2 block; C = CCR6 antag; D = APOBEC3A inh; E = MPTP inh; F = Gli-Sufu block; G = GRIN3A LBD mod; H = APOBEC3G inh
CC(N)Cc1c[nH]c2ccc(O)cc12 (centres undefined)
  A = -8	B = -4	C = 2	D = nt	E = 2.7	F = 18	G = -1	H = nt
Cc1cc(=O)oc2cc(OCC(=O)N3CCC(C(=O)O)(c4ccccc4)CC3)ccc12
  A = -10	B = -4	C = 8	D = -2	E = -1.5	F = 5	G = -3	H = 22
CC(C)(C)NC(=O)NC(=O)CN1CC=C(c2ccccc2)CC1
  A = 0	B = -12	C = 8	D = -6	E = 0.6	F = 11	G = 1	H = 0
COCCCNC(=O)c1c(N)n(Cc2ccco2)c2nc3ccccc3nc12
  A = 5	B = 10	C = -3	D = -5	E = 2.5	F = 1	G = 1	H = -6
O=C1CN=C(c2ccccc2F)c2cc(Cl)ccc2N1
  A = -5	B = -2	C = 2	D = -1	E = 3.2	F = -1	G = 0	H = -5
Cc1ccc(C2=NC(C)(C)N3C2C3c2ccc([N+](=O)[O-])cc2)cc1 (centres undefined)
  A = -4	B = -2	C = 13	D = -1	E = 1.9	F = 10	G = 0	H = -5
Cc1cc(OCc2ccc([N+](=O)[O-])cc2)c2c3c(c(=O)oc2c1)CCCC3
  A = 1	B = -16	C = 2	D = 0	E = 16	F = 24	G = -2	H = -6
COC(=O)C1=C(c2ccccc2)C[C@@H]2CC[C@H]1N2C(=O)N1CCOCC1
  A = 8	B = -8	C = 5	D = 1	E = -0.7	F = -1	G = 2	H = -7
COc1cc(/C=C/C(=O)c2c(O)n(CCc3ccccc3)c(=O)[nH]c2=O)ccc1O
  A = -4	B = 4	C = 17	D = 2	E = -3.3	F = 1	G = -3	H = 2
COC(=O)C1=C(c2ccc(F)cc2OCc2ccccc2)C[C@@H]2CC[C@H]1N2C(=O)N1CCC(O)CC1
  A = 4	B = 13	C = 11	D = 3	E = 0.3	F = -2	G = -2	H = 0
CCOC(=O)C1(c2ccccc2)CCN(CCC(=O)Nc2cccc(Br)c2)CC1
  A = -7	B = 59*	C = 14	D = -1	E = 77*	F = 37	G = -5	H = -4
c1ccc2c(CCNC3CCCCC3)c[nH]c2c1
  A = 2	B = 12	C = 9	D = -1	E = 0.5	F = -1	G = -1	H = -2
C[C@]12C[C@@H](O)[C@H](O)CC1=CCC1C2CC[C@@]2(C)C1CC[C@@H]2O (some centres undefined)
  A = 7	B = -3	C = 24	D = 0	E = 0.5	F = -7	G = -1	H = -5
CCc1ccc(C2=NN(CCC(=O)N3CCC4(CC3)OCCO4)C(=O)CC2)cc1
  A = -4	B = 8	C = -3	D = 3	E = 0.3	F = -19	G = 0	H = -1
CC(=O)C1CCC2C3CCC4CC(O)CCC4(C)C3CCC12C (centres undefined)
  A = 0	B = 11	C = 18	D = -4	E = -0.5	F = -41	G = 14*	H = -1
COc1ccc2c3c1O[C@H]1C(=O)CC[C@H]4[C@@H](C2)N(C)CC[C@]314
  A = -10	B = 5	C = 10	D = 3	E = -0.2	F = -1	G = 0	H = 1
O=C(Cc1ccccc1)NC(Cc1ccc(Cl)cc1)C(=O)O (centres undefined)
  A = -2	B = -6	C = -8	D = 0	E = 1.3	F = -5	G = 0	H = -4
COc1cccc(N2C(=O)NC(=O)/C(=C/c3ccc([N+](=O)[O-])s3)C2=O)c1
  A = 4	B = -5	C = 13	D = 16	E = 16	F = 14	G = -8	H = 19
CC(Cc1ccccc1Sc1ccc(O)cc1)N(C)C (centres undefined)
  A = 0	B = 0	C = 10	D = -1	E = 2.8	F = 3	G = 0	H = -6
COc1cc(O)cc2c1C(=O)O[C@@H](C)CCCC(=O)CCCCC2
  A = -1	B = 1	C = 8	D = -3	E = 0.3	F = -2	G = 1	H = -10
N#Cc1ccc(N2CCNCC2)c(F)c1
  A = -32	B = -2	C = -2	D = -2	E = 0.4	F = -21	G = 1	H = -4
O=C(c1cc(-c2cccnc2)nc2ccccc12)N1CCC2(CC1)OCCO2
  A = 11	B = -24	C = -9	D = 3	E = 3.1	F = -2	G = 1	H = -7
O=C(CN1CC(c2ccccc2)CC1=O)Nc1ccc(F)cc1 (centres undefined)
  A = 7	B = -1	C = -3	D = 0	E = -1.5	F = -2	G = -2	H = -3
CCCCOc1ccc(C(C)=O)cc1Cc1c(O)[nH]c(=S)[nH]c1=O
  A = -14	B = -7	C = -2	D = -4	E = 0.7	F = -1	G = 4	H = -3
Nc1c(C(=O)NCc2ccco2)c2nc3ccccc3nc2n1CCN1CCCCC1
  A = 9	B = 1	C = 18	D = 7	E = 0.1	F = 1	G = nt	H = 10
CN1CCN(c2nc(N)c(Br)c(Cl)n2)CC1
  A = -12	B = -2	C = 7	D = -6	E = -0.6	F = 9	G = 14*	H = -9
O=c1[nH]c2ccccc2c(=O)n1-c1ccc(Cl)cc1Cl
  A = -12	B = 0	C = 8	D = -1	E = 3.7	F = -1	G = -2	H = -12
CC(=O)c1ccc(OC(NC(=O)Cc2ccccc2)C(Cl)(Cl)Cl)cc1 (centres undefined)
  A = -5	B = 0	C = 4	D = -3	E = 2.8	F = 8	G = 0	H = 0
C[C@]12CCC3C(CC[C@H]4C[C@@H](O)CC[C@]34C)C1C[C@@H](Br)[C@H]2O (some centres undefined)
  A = -8	B = -2	C = nt	D = -2	E = 0.9	F = nt	G = nt	H = -6
CCC1(C(=O)c2ccc(C)cc2)C2c3ccccc3OC(=O)C21C(=O)O (centres undefined)
  A = -4	B = -4	C = 4	D = -4	E = 2.2	F = 5	G = 0	H = -7
CN1C(=O)C(c2ccccc2)C(=O)N(C)C1=O
  A = 1	B = -4	C = 1	D = -5	E = 1.9	F = 9	G = -2	H = -10
CCOC(=O)C1=C(N)Oc2c(c(=O)oc3ccccc23)C12C(=O)N(C)c1ccccc12 (centres undefined)
  A = -6	B = 3	C = 2	D = -4	E = -1.9	F = -5	G = 1	H = -3
c1ccc2c(CN3CCN(C4CCCCC4)CC3)c[nH]c2c1
  A = -5	B = -6	C = -15	D = -3	E = -1.3	F = 5	G = -3	H = 5
O=C(CN1CC(c2ccccc2)CC1=O)NCc1ccc(F)cc1 (centres undefined)
  A = -2	B = -1	C = 4	D = 2	E = -3.1	F = -27	G = 1	H = 1
Cc1ccc(N2C(=O)CC(=O)NC2=O)cc1
  A = 10	B = -2	C = -13	D = -4	E = -1.4	F = -2	G = 1	H = -13
Cc1nccc2c1[nH]c1ccccc12
  A = -3	B = 0	C = 11	D = -5	E = -0.2	F = -34	G = 2	H = -7
O=C(c1c[nH]cc1-c1ccccc1)c1cccc2ccccc12
  A = 0	B = 2	C = 11	D = 2	E = 4.7	F = 12	G = -1	H = 0
CCN(CC)C(=O)c1ccc(NC(=O)c2sccc2-c2ccccc2)cc1
  A = 4	B = -1	C = -8	D = -1	E = 0.3	F = 9	G = -1	H = 0
Cn1c(O)c(C=Nc2cccc(C(F)(F)F)c2)c(=O)n(C)c1=O
  A = 1	B = 8	C = -4	D = 0	E = -0.2	F = 18	G = -1	H = -2
O=C(CN1CCOCC1)c1ccc2cc[nH]c2c1
  A = -5	B = -6	C = 11	D = 0	E = -1.2	F = -4	G = 0	H = -2
